Source: PubChem
SUMO1 PPI mod: modulators of SUMO1 protein-protein interactions, primary screen, biochemical, uHTS; SUMO1 binding to a labelled peptide, TR-FRET, 1 h; inhibition, % at 20 µM; 360,000 tested, 0.33% active; AID 602429, 2012; in the data active = inhibition above about 37%
Scp1 inh: Scp-1 phosphatase inhibitors, primary screen, biochemical, colorimetric, uHTS. Carboxy-terminal domain RNA polymerase II polypeptide A small phosphatase 1 (Homo …. Recombinant Scp1, phosphopeptide, malachite green phosphate absorbance. inhibition, % at 20 µM. 340,000 tested, 0.88% active. AID 493091, 2011;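 active = inhibition above about 50% at 20 µM, limit read from the data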;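 also: plate controls were DMSO wells with enzyme for no effect and wells lacking enzyme for full effect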
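Assay system: SCP-1 catalytic fragment, aa 76-261 | Buffer or medium: Tris acetate buffer pH 5.5 with MgCl2 and Tween-20 | Compound: One concentration, 20 µM, with 1.0% DMSO | Also added: Phospho 17-mer peptide substrate | Signal: Absorbance at 630 nm | Incubation: 45 min enzyme reaction at room temperature | Measure: % inhibition of SCP-1 phosphate liberation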
NadD inh: inhibitors of S. aureus NadD, primary screen, biochemical, colorimetric, uHTS; inhibition, % at 20 µM; Nicotinate-nucleotide adenylyltransferase NadD (Staphylococcus aureus N315); 360,000 tested, 0.78% active; purified NadD enzyme, colorimetric absorbance read-out; in the data active = inhibition above about 26%; also: some compounds past the cut are filed as inactive
NRP1-CendR mod: modulators of CendR peptide binding to NRP-1, primary screen, biochemical, fluorescence polarization, uHTS; Neuropilin-1 (Homo sapiens), O14786; FAM-RPARPAR peptide binding to NRP-1; inhibition, % at 25 µM; 360,000 tested, 0.85% active;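 active = inhibition or corrected inhibition above about 18%, plus a signal ratio from 0.5 to 1.5, limit read from the data, passing the limit was not always enough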; also: strong numbers were not always called active
Rpn11 block: Rpn11 (PSMD14) deubiquitinase inhibitors, primary screen, biochemical, fluorescence polarization, uHTS; 26S proteasome non-ATPase regulatory subunit 14 (Homo sapiens), O00487; human 26S proteasome, Ub4-pepOG fluorescence polarization; 20S core pre-blocked with epoxomicin; calls only at 20 µM; 360,000 tested, 0.59% active;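 active = inhibition at 20 µM, scaled to each plate's controls, above about 33%, limit read from the data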
SKN-1 inh: suppressors of acrylamide-induced Pgst-4::GFP reporter in worms, primary screen, SKN-1 inhibitor project, whole organism, uHTS, GFP/RFP fluorescence ratio, strain VP596; C. elegans VP596 Pgst-4::GFP/RFP ratio, 24 h; inhibition, % at 21.8 µM; 360,000 tested, 0.49% active;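 active = interference check ratio from 0.5 to 1.5 plus GFP to RFP signal ratio inhibition reaching or exceeding a fixed threshold, cut at about 30% in these data, passing the limit was not always enough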; also: some compounds called inactive have numbers as strong as hits
MT1-MMP act inh: blockers of MT1-MMP proenzyme processing, primary screen, HT1080 RFP-PRO-GFP cells, GFP/RFP fluorescence. AID 651647, 2012. GFP/RFP ratio fluorescence, overnight; percent of plate control window, DMSO zero. GFP/RFP ratio change, % at 20 µM. Matrix metalloproteinase-14 (Homo sapiens), P50281. 360,000 tested, 0.061% active;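 active = GFP/RFP ratio change of at least 30% with cell ATP level not reduced by more than half and red fluorescence within 50% of control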; also: strong numbers were not always called active
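Assay system: RFP-PRO-GFP reporter HT1080 cells; read-out basis: GFP/RFP fluorescence ratio; benchmarks: DMSO wells and RFP-L50D-GFP cells; doses: 20 µM single dose, 1% DMSO; schedule: overnight cell settling, then overnight compound exposure, 37 °C, 5% CO2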
STEP block: STEP phosphatase inhibitors, primary screen, biochemical, fluorescence intensity, uHTS; inhibition, % at 20 µM; 360,000 tested, 0.25% active; recombinant STEP, OMFP fluorogenic substrate; AID 588621, 2011;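 active = inhibition at 20 µM, scaled per plate between control wells, above about 37%, limit read from the data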;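 also: 0% = DMSO with enzyme and substrate and 100% = substrate only without enzyme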
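System: STEP (striatal-enriched tyrosine phosphatase) enzyme, cell-free; medium: Bis-Tris pH 6.0 buffer with DTT, detergent; dosing: 20 µM, 1% DMSO; times: reaction 20 min, ambient temperature; detection: fluorescence, 480/540 nm; read-out basis: normalized % inhibition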
LMPTP inh: LMPTP phosphatase inhibitors, primary screen, biochemical, fluorescence intensity, uHTS; AID 651560, 2012; 360,000 tested, 0.22% active; Low molecular weight phosphotyrosine protein phosphatase (Homo sapiens), P24666; recombinant LMPTP-A, OMFP fluorogenic substrate; inhibition, % at 20 µM;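 active = compounds that cut the enzyme signal by at least half of the control window in the single-dose screen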;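 also: plate controls were DMSO wells with enzyme plus substrate for no effect and substrate without enzyme for full effect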
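test system = LMPTP-A | amount = 0.625 nM LMPTP-A final | reagent = fluorogenic phosphatase substrate OMFP at 400 µM final | incubation = 50 min at room temperature | benchmarks = no-enzyme low control, uninhibited high control | medium = Bis-Tris pH 6.0, DTT, detergent | signal = fluorescence intensity of OMFP turnover product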
DNMT1 inh: human DNMT1 methyltransferase inhibitors, primary screen, biochemical, molecular beacon, fluorescence, HinP1I cleavage, uHTS; DNA (cytosine-5)-methyltransferase 1 (Homo sapiens), P26358; inhibition (reported as % activation of signal), % at 10 µM; 360,000 tested, 0.83% active; AID 588458, 2011; in the data active = inhibition above about 50%
Target sequence (P26358 504-1616 limits assumed): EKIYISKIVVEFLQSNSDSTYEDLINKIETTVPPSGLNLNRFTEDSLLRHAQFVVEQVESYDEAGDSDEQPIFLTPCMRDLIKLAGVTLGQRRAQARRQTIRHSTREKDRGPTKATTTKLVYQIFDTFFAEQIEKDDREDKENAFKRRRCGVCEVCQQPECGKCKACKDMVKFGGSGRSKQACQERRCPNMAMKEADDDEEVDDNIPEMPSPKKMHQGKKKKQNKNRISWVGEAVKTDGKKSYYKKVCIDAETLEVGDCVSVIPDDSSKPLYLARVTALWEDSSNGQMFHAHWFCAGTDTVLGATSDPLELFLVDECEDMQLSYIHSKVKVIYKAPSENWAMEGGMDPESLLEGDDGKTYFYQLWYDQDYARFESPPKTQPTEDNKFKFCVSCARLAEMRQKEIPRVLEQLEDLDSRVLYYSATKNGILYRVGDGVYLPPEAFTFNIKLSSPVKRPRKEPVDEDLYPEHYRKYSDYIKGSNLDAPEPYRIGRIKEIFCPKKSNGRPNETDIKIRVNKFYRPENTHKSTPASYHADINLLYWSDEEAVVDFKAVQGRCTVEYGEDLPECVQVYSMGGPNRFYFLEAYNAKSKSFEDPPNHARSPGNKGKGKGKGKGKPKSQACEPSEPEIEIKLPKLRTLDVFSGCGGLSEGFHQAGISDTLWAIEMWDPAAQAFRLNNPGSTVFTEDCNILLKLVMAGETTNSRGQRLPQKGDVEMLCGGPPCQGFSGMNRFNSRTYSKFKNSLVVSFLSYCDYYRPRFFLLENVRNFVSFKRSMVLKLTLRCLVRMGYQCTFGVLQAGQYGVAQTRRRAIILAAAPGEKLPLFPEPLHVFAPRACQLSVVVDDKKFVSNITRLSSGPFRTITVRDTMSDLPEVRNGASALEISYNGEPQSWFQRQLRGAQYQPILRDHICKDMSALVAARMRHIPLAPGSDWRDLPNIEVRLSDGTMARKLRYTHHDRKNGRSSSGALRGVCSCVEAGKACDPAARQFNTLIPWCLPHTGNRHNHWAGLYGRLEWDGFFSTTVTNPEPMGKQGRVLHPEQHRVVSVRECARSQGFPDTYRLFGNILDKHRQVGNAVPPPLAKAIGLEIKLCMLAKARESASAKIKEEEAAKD
* hit, by the source's call; i = inactive; nt = no result given; + = active, no number.

SMILES	SUMO1 PPI mod	Scp1 inh	NadD inh	NRP1-CendR mod	Rpn11 block	SKN-1 inh	MT1-MMP act inh	STEP block	LMPTP inh	DNMT1 inh
CCc1ccc(OCC(=O)NNC(=O)c2cc3ccccc3o2)cc1	-1	31	3	-14	i	-1	0	10	12	24
O=C1C2CC=C(Cl)CC2C(=O)N1CC1Cc2ccccc2CO1 (configuration not stated)	3	-10	3	-12	i	-1	-7	1	-0.1	-1
CN(C)c1ccc(NS(=O)(=O)c2cc(Cl)ccc2Cl)cc1	-3	-3	-3	-9	i	1	3	-4	0.9	-3
Cc1cccn2c(CNCCCn3ncc4ccccc43)c(C(=O)N3CCCCC3)nc12	-4	-2	4	-1	i	5	0	2	0.2	0
CCN(CCCNc1ncnc2nc[nH]c12)c1cccc(C)c1	7	-7	-3	2	i	-16	2	0	-0.2	-3
CC(C)OC(=O)CSc1nc(Cc2ccccc2)nc2ccccc12	4	-1	-4	-10	i	-19	-4	1	2.6	-1
O=C(c1cccs1)N(Cc1cccc(Cl)c1)C1CCS(=O)(=O)C1 (configuration not stated)	2	-2	1	5	i	12	-1	4	-1.3	13
O=C1c2ccccc2CN1c1ccccc1	-9	0	-8	0	i	2	-2	-1	-2.9	3
O=C(O)c1cc(-c2cccs2)nn1-c1cccc(Cl)c1	13	4	-10	8	i	2	0	-1	-0.8	1
CC1(C)CC2CC(C)(CN2S(=O)(=O)c2ccccc2[N+](=O)[O-])C1 (configuration not stated)	3	-2	-4	13	i	17	-2	2	2.4	1
CCOC(=O)Nc1nc2ccc(Cn3cccc3)cc2[nH]1	0	0	-1	-11	i	13	9	-4	-0.2	7
Cc1nnc(N/N=C/c2ccccc2O)n1N	-1	4	9	-3	i	-7	8	-3	0.7	-7
CC(=O)c1cnn(-c2nc3c(C)cccc3s2)c1C	-3	0	-3	-4	i	10	2	-15	2.0	0
CCOC(=O)c1sc(Nc2nc3c(F)cccc3s2)cc1C	-3	-7	3	2	i	14	1	-2	1.9	-9
CC(=O)Nc1ccc(NC(=O)Cn2cnc(S(=O)(=O)N3CCOCC3)c2)cc1	-2	-1	-6	-2	i	10	-2	-1	-1.3	-4

Quoted at random: 2 compounds from above, in no set order.
SMILES	SUMO1 PPI mod	Scp1 inh	NadD inh	NRP1-CendR mod	Rpn11 block	SKN-1 inh	MT1-MMP act inh	STEP block	LMPTP inh	DNMT1 inh
Cc1cccn2c(CNCCCn3ncc4ccccc43)c(C(=O)N3CCCCC3)nc12	-4	-2	4	-1	i	5	0	2	0.2	0
CC1(C)CC2CC(C)(CN2S(=O)(=O)c2ccccc2[N+](=O)[O-])C1 (configuration not stated)	3	-2	-4	13	i	17	-2	2	2.4	1

Next part:
SMILES	SUMO1 PPI mod	Scp1 inh	NadD inh	NRP1-CendR mod	Rpn11 block	SKN-1 inh	MT1-MMP act inh	STEP block	LMPTP inh	DNMT1 inh
O=C1CCCCC1	16	-9	2	-1	i	-3	-3	4	-1.4	-2
O=C(O)/C=C\C(=O)Nc1ccccc1C(=O)N1CCN(c2ccc(Cl)cc2)CC1	0	-1	3	-7	i	9	2	0	-0.3	1
CC(C)Cc1cc(-c2ccco2)c(C#N)c(N)n1	0	-2	3	-15	+	-1	-11	-2	1.1	-1
COc1cc(NS(=O)(=O)c2ccc(NC(=O)/C(=C/c3ccccc3Cl)NC(=O)c3ccccc3)cc2)nc(OC)n1	12	1	33*	-72	i	16	5	2	0.1	-1
CCOC(=O)N1CCN(C(=O)c2ccc3c(c2)N(Cc2cc(C)ccc2C)C(=O)c2ccccc2S3=O)CC1 (configuration not stated)	-2	-5	1	14	i	9	-6	0	0.1	-1
C#CCOCCOCCOCCNc1nc(N2CCN(C(=O)[C@H](CCC(=O)O)n3cc(C(N)CO)nn3)CC2)nc(N2CCN(C(=O)[C@H](Cc3cc4ccccc4[nH]3)n3cc(C(N)[C@H](C)CC)nn3)CC2)n1 (some centres not stated)	-22	6	10	13	i	-15	1	0	-0.3	-11
CC(C)(C)[C@@H]1CCC(=O)N(CC[C@H](Sc2ccc(Br)cc2)c2ccccc2)CC1	5	-6	6	-12	i	19	-6	2	13	8
CCCCC(=O)Nc1cccc(NC(=S)NC(C)=O)c1	-2	0	-5	-3	i	18	-1	-2	-0.5	0
CC(=O)c1cc2ccccc2oc1=O	-43	1	8	1	i	7	1	-2	-1.1	3
Cc1cc(NC(=O)CSc2nc(=O)cc(N)n2-c2ccc(F)cc2)no1	-5	-17	-1	9	i	0	1	-1	-1.1	1
Cc1ccc(-c2c(C#N)c(N)n3c(nc4ccccc43)c2C#N)cc1	-9	57*	4	-57	+	17	-8	12	19	-12
Cc1ccc(C(=O)NCc2nnc(SCC(=O)Nc3sc4c(c3C#N)CCCC4)n2C)cc1	2	0	9	6	i	-14	-4	-1	0.7	-5
CN(CC1CCOCC1)C(=O)CC1C(=O)NCCN1C/C=C/c1ccccc1 (configuration not stated)	-5	-7	4	16	i	11	-19	-2	1.7	-1
Cc1ccc(-c2nc(SC(C)C(=O)N3CCCC3)n[nH]2)cc1 (configuration not stated)	1	-4	5	12	i	3	-4	0	-0.6	0
COc1ccc(-c2ccc(CN3C(C)C(=O)N(Cc4cn(CCC5OCCO5)nn4)CCS3(=O)=O)cc2)cn1 (configuration not stated)	-3	nt	-2	-5	i	21	-1	0	-2.3	2
O=C(Oc1cccc(-n2cnnn2)c1)c1ccco1	2	-5	-3	3	i	2	-2	0	-1.8	1
COc1ccc(C(C(=O)NCC2CCCO2)N(C(=O)CNC(=O)c2ccco2)c2ccccc2)cc1OC (configuration not stated)	4	-5	-9	-8	i	6	-1	1	-1.3	3
Cc1ccc(OCC(=O)NCCO)cc1C	1	-11	-3	0	i	9	2	1	-1.1	-2
CC(C)Oc1cc(F)ccc1-c1cc(C(=O)Nc2ccc(F)cc2)[nH]n1	-4	nt	1	0	i	8	5	0	-0.8	10
CCC(CC)C(=O)OCC(=O)Nc1cccc([N+](=O)[O-])c1	-12	-9	-8	-6	i	13	0	1	0.0	1
Cc1ccc(S(=O)(=O)Oc2ccccc2N2C(=O)C3C4CCC(C4)C3C2=O)cc1 (configuration not stated)	5	-10	6	-15	i	2	-5	-3	0.5	1
C=CCN1C(=O)C2(OCCCO2)c2cccc(C)c21	4	-2	-5	-2	i	7	1	-2	-2.6	-4
O=C(Cn1cnc2c(OCc3ccccc3)ncnc21)NCCN1CCOCC1	5	-5	0	-11	i	2	5	2	-0.3	4
O=C1c2ccccc2C(c2nnnn2Cc2ccccc2)N1CCOc1ccccc1 (configuration not stated)	-9	nt	-8	1	nt	0	4	nt	0.3	nt
CCOC(=O)c1cnc(SSc2ncc(C(=O)OCC)c(N)n2)nc1N	-2	4	-7	12	i	-3	0	-3	78*	3
CC(C)CN1C(=O)c2ccc(NC(=O)C3CC3)cc2C1=O	15	-9	2	-7	i	14	0	1	0.1	1
O=c1[nH]c(-c2ccc(-c3cccc(Cl)c3)o2)nc2ccccc12	0	-14	17	-28	i	12	4	1	-1.4	29
COc1ccc([C@@H]2COc3c(ccc4c3C=CC(C)(C)O4)C2)c(OC)c1	6	12	-7	11	i	-2	0	1	2.4	6
COc1ccc(S(=O)(=O)N2CCC(C(=O)N3CCc4ccccc4C3)CC2)cc1OC	6	-11	4	2	i	-3	5	2	-0.2	-5
CCCCN=C1NC(=O)C(CC(=O)Nc2ccc(Cl)cc2)S1 (configuration not stated)	-5	-8	-6	3	i	6	-7	-3	0.1	1
Cc1ccc(Cl)cc1N(CC(=O)NCc1ccccc1)S(C)(=O)=O	4	-9	-5	6	i	-9	-2	-1	-0.8	0
C/C(=N\NC(=O)c1ccccc1F)c1ccc2c(c1)Nc1ccccc1S2	-9	-5	4	-14	i	-4	8	0	1.4	-9
CN(Cc1ccccc1F)C(=O)CCCNC(=O)c1ccc(Cl)cc1	1	-9	-6	3	i	-12	2	1	-0.8	-1
COc1ccccc1NC(=O)COc1ccc(C(=O)NCC2CCCO2)cc1OC (configuration not stated)	0	-2	-5	6	i	3	4	0	-0.8	-2
COc1ccc(S(=O)(=O)NCC2CCCN(C(=O)c3cccs3)C2)cc1 (configuration not stated)	-2	-11	-3	11	i	6	2	-2	-0.4	3
Cc1ccc(S(=O)(=O)N(C)C)cc1NC(=O)CN1C(=O)NC(Cc2ccccc2)C1=O (configuration not stated)	-2	-4	1	20	i	-1	5	1	-1.3	-1
COc1ccc(NC(=O)c2ccc(OC)cc2)cc1	-5	8	-3	5	i	-18	4	-2	-0.5	-1
COc1ccc(C(=O)NNC(=O)CSc2nnc(C(C)C)n2C)cc1	1	-7	2	16	i	5	0	0	-1.2	-1
CC(C)(Oc1ccc(Cl)cc1)C(=O)N(Cc1ccccc1)c1ccccn1	0	-1	2	9	i	12	-7	1	-0.3	2
CC(C)Cc1nc2sc3c(c2c(=O)n1N)CC(C)(C)OC3	3	-4	-1	-3	i	16	-1	2	-1.1	0
CCCc1nc2ccc(C)cn2c1Cc1ccsc1	2	nt	4	-8	i	-2	-2	1	-1.2	4
COc1ccc(C(=O)Nc2cccnc2)cc1OC	-4	-2	6	16	i	-8	-4	-2	1.0	0
O=C(CCCc1ccccc1)NCc1ccccn1	1	-2	-1	0	i	-5	-4	-1	-1.6	-1
CS(=O)(=O)N(CC(=O)NCc1ccccc1)Cc1ccc(Cl)cc1	-2	5	-4	13	i	-11	-3	-2	0.4	1

Rpn11 block, hit marks shown above.
Structure | SUMO1 PPI mod | Scp1 inh | NadD inh | NRP1-CendR mod | Rpn11 block | SKN-1 inh | MT1-MMP act inh | LMPTP inh | DNMT1 inh
CC(C)Cc1cc(-c2ccco2)c(C#N)c(N)n1 | 0 | -2 | 3 | -15 | + | -1 | -11 | 1.1 | -1
Cc1ccc(-c2c(C#N)c(N)n3c(nc4ccccc43)c2C#N)cc1 | -9 | 57* | 4 | -57 | + | 17 | -8 | 19 | -12
